Source: PubChem (National Center for Advancing Translational Sciences (NCATS))
D1 potentiator: potentiators of human D1 dopamine receptor; actives 0.036% (n = 360,000); P21728; HEK293 TREx D1 cells, calcium flux, dopamine EC20 potentiation; AID 504651; potentiation, % at 10 µM; in the data active = potentiation above about 30%; note: 0% is about no effect
RXFP1 agonist: agonists of human relaxin receptor RXFP1; HEK293T-RXFP1 cAMP TR-FRET, 30 min; response scale: percent of porcine relaxin response, buffer zero; actives 0.3% (n = 370,000); Q9HBX9; Potency, µM (titrated, usually from 57.5 µM), for the others: top-dose activation, hits mostly activators; active = well fitted activation curve with a large enough effect; inconclusive = small, poorly fitted or top-dose-only effect; note: potency is the fitted concentration of half-maximal effect; % is set by controls: 0 for no effect and ±100 for the full control effect; nearly all actives have a fitted effect of over 60% in size; many of its hits are not listed in these tables
Target sequence (Q9HBX9 whole entry, looked up): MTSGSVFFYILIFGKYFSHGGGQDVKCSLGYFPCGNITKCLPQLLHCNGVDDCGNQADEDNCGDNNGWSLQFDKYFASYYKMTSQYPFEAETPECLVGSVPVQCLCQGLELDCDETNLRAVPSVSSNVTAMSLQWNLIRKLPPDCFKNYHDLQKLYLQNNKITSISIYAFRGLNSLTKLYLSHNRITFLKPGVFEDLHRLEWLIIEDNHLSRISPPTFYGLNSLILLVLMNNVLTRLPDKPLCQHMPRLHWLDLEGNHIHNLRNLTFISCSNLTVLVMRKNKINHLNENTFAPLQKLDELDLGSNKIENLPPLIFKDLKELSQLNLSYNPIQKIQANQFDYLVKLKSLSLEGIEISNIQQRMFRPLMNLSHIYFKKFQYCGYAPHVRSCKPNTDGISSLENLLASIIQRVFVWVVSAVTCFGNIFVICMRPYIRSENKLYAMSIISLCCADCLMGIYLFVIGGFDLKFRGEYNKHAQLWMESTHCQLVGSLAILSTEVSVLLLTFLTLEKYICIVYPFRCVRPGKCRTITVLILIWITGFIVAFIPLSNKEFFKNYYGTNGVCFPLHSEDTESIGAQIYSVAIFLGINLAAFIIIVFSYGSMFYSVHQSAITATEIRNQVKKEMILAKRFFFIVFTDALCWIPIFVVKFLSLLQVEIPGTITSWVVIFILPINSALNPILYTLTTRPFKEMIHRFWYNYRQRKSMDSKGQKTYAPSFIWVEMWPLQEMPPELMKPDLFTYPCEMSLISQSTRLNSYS
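Agonist response is measured as cAMP accumulation in an RXFP1-transfected HEK293T line under PDE4 inhibition. Values are scaled between buffer-only and 29 nM porcine relaxin, and EC50s come from standard Hill equation fits.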
TRHR PAM: allosterically enhances the human TRH receptor; P34981; TRHR cells, fluo-8 calcium fluorescence, EC20 TRH enhancement; enhancement, % at 2 µM; actives 0.66% (n = 360,000); AID 493056; in the data active = enhancement above about 30%; note: 0% is about no effect
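Enhancer read-out: after compound pinning and an initial kinetic agonist-mode read, an EC20 of TRH (10 nM final) was injected and fluo-8 calcium signal (Ex 480/Em 530) followed at 1 s/cycle for 100 cycles in TRHR-expressing cells.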
D2 potentiator: positively modulates the human D2 dopamine receptor allosterically; potentiation, % at 10 µM; HEK293 T-REx D2, calcium flux, EC20 dopamine potentiation; AID 485347; actives 0.34% (n = 340,000); P14416;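 active = potentiation over 3 SD above the plate norm, cut at about 30% in these data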; note: 0% is about no effect
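Tetracycline-induced Hek293 Trex D2 cells, force-coupled to calcium, loaded with no-wash calcium dye. Compound added with 180 s kinetic read for agonism, then EC20 dopamine and a further 180 s read for potentiation.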
D2 agonist: D2 dopamine receptor (human) agonism; P14416; HEK293 T-REx D2 cells, calcium flux agonist mode; activation, % at 2 µM; actives 0.53% (n = 340,000); AID 485358;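 active = activation over 3 SD above normal in the single-dose calcium agonist read, cut at about 30% in these data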; note: 0% is about no effect
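Calcium-flux readout, 1 cycle/sec over 180 s following compound pin transfer, in inducible HEK293 Trex D2 cells (force-coupled); dopamine controls included. Positive calcium responses during this window marked compounds as potential agonists.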
D2 antag: antagonizes the human D2 dopamine receptor | HEK293 TREx D2 cells, calcium flux, dopamine EC80 | inhibition, % at 10 µM | actives 2% (n = 340,000) | AID 485344; in the data active = inhibition above about 30%; note: 0% is about no effect
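Read-out: kinetic calcium fluorescence (1 cycle/s) in inducible HEK293 T-REx D2 cells after an EC80 dopamine addition that followed 180 s compound preincubation. Loss of the dopamine response indicates antagonism.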
RXFP1 antagonist: antagonists of human relaxin receptor RXFP1; activity change, negative = inhibition, % at 57.5 µM; HEK293-RXFP1, relaxin-stimulated cAMP HTRF, 30 min; hits give low values; actives 0.59% (n = 350,000); Q9HBX9; AID 1259400;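 active = activity change of -60% or lower, but not beyond a set lower limit; inconclusive = change between -60% and -40%, or beyond the set limit; inactive = change above -40%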; note: % is set by controls: 0 for no effect and ±100 for the full control effect
D1 ag: agonists of human D1 dopamine receptor. P21728. AID 504660. HEK293 T-REx D1 cells, calcium flux, agonist mode. activation, % at 2 µM. actives 1% (n = 360,000); in the data active = activation above about 30%; note: 0% is about no effect
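Inducible HEK293 T-REx D1 cells, force-coupled to calcium signalling, were plated at 4000 cells/well with tetracycline and held overnight at 30 C. After no-wash calcium dye loading, compound-evoked calcium rise over 180 s flagged agonists.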
D1 antagonist: blocks dopamine activation of the human D1 receptor; P21728; HEK293 TREx D1 cells, calcium flux, dopamine EC80; hits give low values; activity change, negative = inhibition, % at 10 µM; actives 3.2% (n = 360,000); AID 504652; in the data active = activity change below about -30%; note: % is set by controls: 0 for no effect and ±100 for the full control effect
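Tetracycline-induced HEK293 T-REx cells with force-coupled D1 receptor were loaded with a no-wash calcium dye. Compound was added after a 10 s baseline and read kinetically for 180 s; EC80 dopamine was then added and calcium flux followed another 180 s.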
The depositor's hits bear a star; ? = inconclusive; . = not tested or not shown; & = joins results of further samples. The list is partial. The share of hits here may be higher or lower than overall.

SMILES	D1 potentiator	RXFP1 agonist	TRHR PAM	D2 potentiator	D2 agonist	D2 antag	RXFP1 antagonist	D1 ag	D1 antagonist
CC1CCCCN1C(=O)CSc1nnc(-c2ccccc2O)o1 (stereo not drawn)	-6.8	1.4%	-0.5	.	4.6	8.2	-16.7	0.5	3.0
Cc1csc(=N)n1CC(=O)N1CCc2ccccc21	-5.6	-0.1%	-23.8	11.6	-0.4	13.0	-14.5	3.7	-32.2*
Cc1nn(-c2ccccc2)c(C)c1C(=O)OCC(=O)c1c(N)n(CC(C)C)c(=O)n(C)c1=O	-4.0	0.5%	-1.2	-2.9	0.6	15.0	-7.7	17.4	-19.0
CN(Cc1cccnc1)Cc1c(C(=O)N2CCc3ccccc3C2)nc2ccc(Cl)cn12	-3.4	-0.8%	0.7	-4.4	0.5	0.7	-0.1	3.1	-5.8
COc1ccccc1CN1CC(C(=O)NCc2c(F)ccc(C)c2F)CCC1=O (stereo not drawn)	-0.8	-0.5%	8.9	7.6	0.0	-5.8	17.4	3.1	1.2
Cc1cc(-c2ccccc2)nc(N(C)NC(=O)C(C)(C)C)c1S(C)(=O)=O	-3.2	0.3%	0.6	6.8	-0.1	-0.6	-1.8	-3.0	42.5
CCOC(=O)c1[nH]ncc1CN1CCCC(C(=O)c2ccc(OC)cc2C)C1 (stereo not drawn)	-4.8	0.3%	2.8	-20.3	-1.0	-1.0	-13.3	2.3	2.4
CC1CCc2[nH]c3ccc(C(=O)O)cc3c2C1 (stereo not drawn)	-3.0	-0.7%	4.7	-0.9	0.2	-3.3	-5.2	8.0	-8.6
Cc1ccc(-c2nc3ccccc3c(=O)n2Cc2ccccc2)cc1	-0.9	1.5%	-2.2	8.0	-0.3	6.3	-0.6	0.2	13.4
Cc1c2cnn(CC(=O)Nc3c(F)c(F)cc(F)c3F)c(=O)c2c(C)n1Cc1ccccc1F	1.6	0.0%	-0.1	2.2	-0.1	5.2	?	1.7	-0.2
CC1=CC2=NC(=O)/C(=C\c3cccn3CCOc3ccccc3C)C(=N)N2O1	-3.8	-1.6%	1.7	-22.7	1.1	4.7	-13.0	1.2	3.3
Cc1ccc(C)c(NS(=O)(=O)c2ccc(-c3ccc(=O)[nH]n3)o2)c1	5.0	3.9%	-0.6	-8.6	44.4*	5.6	-4.6	1.3	10.1
CC1C=CCC2C(=O)N(c3cccc(C(=O)Nc4ccc(Br)cc4)c3)C(=O)C12 (stereo not drawn)	-1.6	-0.7%	7.1	17.7	1.0	9.8	-20.5	0.6	-11.4
COCCCn1c(-c2ccco2)nc2ccccc2c1=O	-0.6	3.0%	5.2	.	.	.	4.6	2.9	15.5
O=C(O)c1ccccc1N=Cc1c(O)n(-c2nccs2)c(=O)c2ccccc12	-3.0	4.0%	-0.9	12.9	1.5	22.6	-10.0	1.3	2.2

Record cards, as listed above. Order of values: D1 potentiator	RXFP1 agonist	TRHR PAM	D2 potentiator	D2 agonist	D2 antag	RXFP1 antagonist	D1 ag	D1 antagonist
Results for `CC1CCCCN1C(=O)CSc1nnc(-c2ccccc2O)o1` (stereo not drawn) → -6.8	1.4%	-0.5	.	4.6	8.2	-16.7	0.5	3.0
Results for `Cc1cc(-c2ccccc2)nc(N(C)NC(=O)C(C)(C)C)c1S(C)(=O)=O` → -3.2	0.3%	0.6	6.8	-0.1	-0.6	-1.8	-3.0	42.5
Results for `COCCCn1c(-c2ccco2)nc2ccccc2c1=O` → -0.6	3.0%	5.2	.	.	.	4.6	2.9	15.5

Next section
SMILES	D1 potentiator	RXFP1 agonist	TRHR PAM	D2 potentiator	D2 agonist	D2 antag	RXFP1 antagonist	D1 ag	D1 antagonist
Cc1ccc(C)c(NC(=O)CCC(=O)N/N=C2/CC(=O)CC(C)(C)C2)c1	-2.5	-0.6%	-4.0	-9.5	0.6	9.5	28.4	0.8	2.5
Cc1nn(CC(=O)NCc2cccs2)c(=O)c2nn(-c3ccccc3)c(C)c12	8.4	6.8%	7.3	7.0	.	-14.7	-14.3	-1.1	-13.5
Cc1cccc(NC(=O)c2ccc3c(O)c(S(=O)(=O)c4ccccc4)c(=O)[nH]c3c2)c1C	-4.0	1.2%	5.0	-1.3	0.5	.	-10.2	1.0	-14.0
c1ccc(-c2nnc(N3CCN(c4ccccc4)CC3)nc2-c2ccccc2)cc1	-3.0	4.0%	-0.4	0.1	-0.7	1.5	-2.8	2.7	22.5
CN(CCc1ccccn1)C(=O)CCC1CCCN(C(=O)c2ccc3c(c2)OCCO3)C1 (stereo not drawn)	8.9	-0.8%	0.5	2.7	0.2	13.4	-2.9	2.2	5.7
Cc1ccc(CNC(=O)CN2C(C)CCCC2C)cc1 (stereo not drawn)	-1.6	0.2%	-1.2	-3.0	-0.5	1.7	5.0	3.6	4.9
COC(=O)[C@H](Cc1ccccc1)NC(=O)NC(C)CCc1ccccc1 (stereo partly drawn)	-3.9	1.4%	-2.0	-2.0	3.6	-15.4	-1.7	26.7	-7.8
CC(=O)Nc1ccc(S(=O)(=O)NC2(C(F)(F)F)NC(=O)N(CC(C)C)C2=O)cc1 (stereo not drawn)	0.4	-0.5%	2.3	-12.1	0.6	13.8	5.2	3.6	2.2
CCCCOc1ccc(-n2nc(C)cc2C)nn1	-5.2	-0.8%	-12.2	-7.7	-0.3	6.4	-3.3	0.0	8.9
O=C(Nc1cc(C(F)(F)F)ccc1N1CCOCC1)C1CC1	-1.3	-2.0%	48.7*	4.1	0.4	8.2	-0.7	-0.9	5.0
CCCOc1ccc(/C(O)=C2/C(=O)C(=O)N(c3ccccn3)C2c2ccc(OC)cc2)cc1C (stereo not drawn)	2.9	?	-1.7	-11.5	0.2	4.3	-1.5	7.3	4.4
CC(C)=NOCc1ccc(-c2cn([C@@H]3COC[C@H]3O)nn2)cc1	-4.3	5.0%	3.7	.	.	.	.	-2.0	14.4
O=C(NNC(=O)c1ccc(Br)s1)c1csc(N2CCOCC2)n1	-4.2	0.7%	-5.0	2.5	-0.1	18.7	-11.6	-0.7	-13.1
NC(=O)c1ccsc1NC(=O)CSc1nnc(C2CC2)n1Cc1ccccc1	1.0	2.6%	-7.4	-2.6	0.1	1.9	4.9	3.4	-22.3
C=CCOC(=O)C1=C[C@@H](c2coc3ccccc3c2=O)[C@H](CCCO)[C@@H](OCC)O1	0.1	0.2%	3.6	1.0	-0.4	10.7	.	-5.2	11.5
Cc1ccc(C(=O)c2oc3nc(C)cc(C)c3c2N)cc1	-1.8	1.0%	-3.0	0.0	-1.2	-16.7	-8.2	-0.7	4.2
Cc1cc(C)c2nc(-c3ccccn3)cc(C(=O)N3CCCC3)c2c1	0.2	4.8%	13.4	1.6	-0.6	8.0	-0.4	0.9	14.7
O=C(O)c1cc(-c2cccs2)nc2cc3c(cc12)OCCO3	6.0	10.9%	0.3	5.5	0.1	6.8	.	1.6	-4.6
CCc1nc2ccccc2n1CCCCOc1ccc(Cl)cc1	-2.5	-1.0%	-4.2	-0.4	0.6	.	-22.2	17.5	-10.6
CC(C)(C)C(=O)N1CCN(c2ccc(NC(=O)c3ccco3)cc2)CC1	1.6	0.6%	12.2	11.2	0.2	-11.7	-82.8*	2.1	6.9
CCC(=O)N1CCc2cc(S(=O)(=O)CCC(=O)N3CCN(c4ccccc4F)CC3)ccc21	1.7&-0.8	-0.1%&2.9%	-1.2&-0.6	-3.5	-0.2	.	-25.8	0.4&0.6	-16.7&-19.5
Cc1nnc(N2CCCC(C(=O)NCCc3ccc(Cl)cc3)C2)c2nn(-c3ccccc3)c(C)c12 (stereo not drawn)	0.8	-0.7%	-5.3	.	-0.2	.	-8.9	1.9	15.7
COc1ccc(Br)cc1CNC(=O)c1cnc2sc(N3CCCCCC3)nn2c1=O	-5.7	2.2%	-0.3	-6.1	-0.8	.	-23.3	0.5	-5.5
O=C1CC(c2ccco2)Sc2ccccc2N1 (stereo not drawn)	-12.4	-2.9%	0.5	-2.3	-0.1	-0.5	1.5	3.0	1.9
Cc1cccc(NS(=O)(=O)c2ccc(C(=O)N3CC(C)OC(C)C3)cc2)c1C (stereo not drawn)	0.4	-1.0%	3.8	-2.4	1.8	-24.6	-15.0	20.1	-3.2
CCN(c1ccccc1)S(=O)(=O)c1cccc(C(=O)NCc2ccccn2)c1	-7.7	-1.5%	-1.3	6.0	0.2	3.8	4.9	0.2	-4.8
O=C(CSc1nc2[nH]ncc2c(=O)n1-c1ccccc1)NCCc1ccccc1	-1.9	0.2%	4.0	-3.9	.	-16.8	-1.0	4.4	7.9
CCCC[n+]1ccn(C2=C([O-])c3ccccc3C(=O)/C2=N\S(=O)(=O)c2ccc(Br)cc2)c1	-3.0	2.3%	-9.5	-0.3	1.3	10.9	11.2	0.1	-5.1
Cc1nn(C)cc1CN1CCCC(C(=O)c2ccc(-c3ccccc3)cc2)C1 (stereo not drawn)	-1.8	5.1%	-4.3	9.2	1.1	-9.9	?	0.3	0.0
Cc1ccc(S(=O)(=O)C(c2ccccc2)c2c(C)noc2C)cc1 (stereo not drawn)	-5.6	2.2%	6.3	2.1	-0.9	18.4	-8.6	-1.2	2.3
CC(C)(Oc1ccc(Cl)cc1)C(=O)Nc1ncccn1	7.2	0.4%	-2.4	-10.0	1.0	1.8	-10.1	0.7	1.9
CCOC(=O)c1cc(-c2ccccc2)n(CCCC(=O)Nc2ccc(C)c(C)c2)c1C	-8.9	0.7%	0.3	-9.6	.	.	-26.7	6.4	-47.8*
COc1ccc(C(=O)Nc2ccc(N3CCN(C(=O)c4ccccc4C)CC3)cc2)cc1	-7.0	-0.3%	-7.8	0.5	0.7	7.3	-23.6	10.8	5.4
CC1CCN(C2=NC(=O)/C(=C/c3cn(-c4ccccc4)nc3-c3cccc(S(=O)(=O)N(C)C)c3)S2)CC1	7.3	0.7%	7.2	10.8	0.0	-5.4	-1.6	2.9	0.8
NC(=O)c1c(-c2ccccc2)oc2ccc(O)cc12	2.0	2.1%	7.2	-6.3	0.9	27.2	-24.7	-4.2	-3.1
Cc1onc(-c2ccccc2)c1C(=O)Nc1nnc(C(C)C)s1	1.4	-0.1%	0.9	14.5	-0.2	-8.9	3.9	4.4	9.9
Cc1nn2c(c1-c1ccc(Cl)cc1)N=C(c1ccco1)CC2c1ccccc1 (stereo not drawn)	0.6	0.6%	3.8	-0.2	0.5	-11.7	-9.2	5.0	-1.3
